FXIa inh 1536 = inhibitors of human coagulation factor XIa; purified FXIa, Boc-Glu-Ala-Arg-AMC fluorogenic substrate; inhibition, % at 5 µM; actives 0.14% (n = 220,000); AID 798;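 active = inhibition of at least 40%; inactive = inhibition below 40%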;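 note: fluorescence of freed AMC excited at 355 nm; 0% = enzyme without compound and 100% = no enzyme blank; many of its hits are not listed in these tables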
Target sequence (P03951 19-387 limits assumed): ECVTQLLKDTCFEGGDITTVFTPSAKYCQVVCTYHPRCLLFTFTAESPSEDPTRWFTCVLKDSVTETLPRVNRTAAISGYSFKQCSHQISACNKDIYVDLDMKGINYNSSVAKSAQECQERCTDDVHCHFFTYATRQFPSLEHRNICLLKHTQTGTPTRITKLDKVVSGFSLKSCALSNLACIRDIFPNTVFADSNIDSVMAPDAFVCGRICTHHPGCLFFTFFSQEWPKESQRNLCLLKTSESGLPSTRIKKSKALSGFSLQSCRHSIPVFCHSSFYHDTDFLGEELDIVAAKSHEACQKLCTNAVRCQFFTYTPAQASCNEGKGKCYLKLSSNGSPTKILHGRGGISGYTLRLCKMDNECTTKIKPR
Target sequence (P03951 388-625 limits assumed): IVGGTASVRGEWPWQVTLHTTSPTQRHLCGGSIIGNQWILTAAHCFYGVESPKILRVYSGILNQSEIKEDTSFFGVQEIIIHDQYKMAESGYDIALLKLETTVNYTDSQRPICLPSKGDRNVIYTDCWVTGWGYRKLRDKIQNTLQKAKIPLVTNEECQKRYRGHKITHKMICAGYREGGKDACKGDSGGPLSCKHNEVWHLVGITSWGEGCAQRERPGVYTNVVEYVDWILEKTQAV
14-3-3 Bad inh = disrupts binding of bovine 14-3-3 zeta to phospho-Bad peptide. TR-FRET 14-3-3zeta/Dy647-pBad peptide displacement, 1 h. actives 0.71% (n = 220,000). AID 781. inhibition, % at 21.7 µM;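 active = inhibition above about 70%, limit read from the data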;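 note: 0% = full 14-3-3 plus peptide FRET controls and 100% = background without 14-3-3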
p97 ATPase inh = inhibitors of human p97 ATPase; recombinant p97 ATPase, Kinase-Glo ATP luminescence, 3 h; inhibition, % at 8 µM; actives 0.42% (n = 220,000); AID 1481; in the data active = inhibition above about 15%;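 note: 0% = DMSO vehicle and 100% = wells lacking enzyme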
Mdm2 ligase inh = inhibitors of human Mdm2 E3 ubiquitin ligase; Q00987; cell-based MDM2 ubiquitination luciferase reporter, 2 h; 0 = plate control, 100 = twice control, blank-subtracted; signal enhancement, % at 5 µM; actives 0.11% (n = 210,000);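 active = signal enhancement of 30% or more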;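 note: luminescence tracks abundance of the self-degrading MDM2-luciferase fusion protein; higher signal means inhibition of MDM2 E3 ligase activity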
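Assay system: stable mammalian line carrying autodegrading MDM2–luciferase fusion reporter; amount: 2000 cells seeded into each well; buffer or medium: DMEM; benchmarks: plate control and blank wells; signal: luciferase luminescence; timing: 2 h compound exposure at 37 °C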
Rad51 HR inh = Rad51 (human) homologous recombination inhibition; hRad51 DNA strand exchange, fluorescence dequenching; inhibition, % at 10 µM; actives 0.085% (n = 200,000); AID 1385;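 active = inhibition above 40% at the single screening dose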;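 note: 0% = DMSO control wells and 100% = blanks with heterologous ssDNA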
Target sequence (Q06609 whole entry, looked up): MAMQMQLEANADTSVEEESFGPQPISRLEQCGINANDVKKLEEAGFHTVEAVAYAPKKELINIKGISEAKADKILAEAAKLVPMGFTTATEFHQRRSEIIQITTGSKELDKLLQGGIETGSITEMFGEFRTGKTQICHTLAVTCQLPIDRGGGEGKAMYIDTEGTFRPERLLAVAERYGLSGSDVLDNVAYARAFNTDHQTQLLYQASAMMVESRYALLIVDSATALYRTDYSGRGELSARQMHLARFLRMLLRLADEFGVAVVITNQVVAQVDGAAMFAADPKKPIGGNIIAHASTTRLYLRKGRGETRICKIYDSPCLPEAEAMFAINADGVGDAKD
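Material: human Rad51–ssDNA filaments; Probe or stimulus: labelled 47-mer dsDNA for strand exchange; Doses: single 10 µM dose; Incubation: 37 °C 15-min filament assembly, 30-min compound preincubation, 15-min exchange; Technique: FRET fluorescence dequenching, excitation 485 nm, emission 520 nm; Measure: Fluorescence-based percent inhibition, control- and blank-normalised; Benchmarks: plate control and blank wells.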
eIF4E 4G PPI = eIF4E/eIF4G interaction inhibition in translation initiation; P63073+Q04637; TR-FRET eIF4E-eIF4GI(517-606) binding, 2 h; inhibition, % at 21.7 µM; actives 0.37% (n = 220,000); AID 782;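 active = inhibition above about 30%, limit read from the data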;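 note: 0% = full FRET control wells and 100% = background wells lacking eIF4GI fragment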
FXIIa inh 1536 = inhibitors of human coagulation factor XIIa; P00748; purified FXIIa, Boc-QGR-AMC fluorogenic substrate, 2 h; inhibition, % at 5 µM; actives 0.3% (n = 220,000); AID 800; in the data active = inhibition above about 40%;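 note: 0% = enzyme with no compound and 100% = blank without enzyme; many of its hits are not listed in these tables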
KLK5 inh = kallikrein 5 (human) inhibition; inhibition, % at 5 µM; AID 873; Q9Y337; recombinant hK5, fluorogenic AMC substrate cleavage; actives 0.59% (n = 210,000);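 active = inhibition of 40% or more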;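 note: 0% = enzyme controls without compound and 100% = no-enzyme blanks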
Wee1 stabilizer = blocks degradation of human Wee1 kinase. P30291. HeLa Luc-Wee1K328M stability, luciferase luminescence; 100% = proteasome inhibitor MG132 effect. AID 1321. reporter increase, % at 5 µM. actives 1.2% (n = 220,000);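 active = activation above the mean of all tested compounds plus 3 SD, set per screening run, cut at about 8.8% in these data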;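 note: cells exposed to compound for 20 h before luminescence read; 0% = DMSO alone and 100% = MG132 at 30 µM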
Numbers without * were called inactive; . = not tested or not shown; [ ] = dose if it differs, or a comment.

No. | SMILES | FXIa inh 1536 | 14-3-3 Bad inh | p97 ATPase inh | Mdm2 ligase inh | Rad51 HR inh
1 | O=C(/C=C/c1ccc(Cl)cc1)Nc1ccc(CN2CCOCC2)cc1 | 7 | 12[fluorescence artefact?] | -4 | -30 | 3
2 | Cc1cccn2c1nc(=S)n2C(=O)c1ccco1 | 5 | 1 | 9 | -3 | .
3 | COc1ccc(S(=O)(=O)Nc2ccc(N3CCOCC3)cc2)cc1[N+](=O)[O-] | 1 | -5 | 0 | -14 | 14
4 | CC(C)(C)c1ccc(S(=O)(=O)N2C=CC(C(F)(F)F)=NCC2)cc1 | 4 | 9 | -4 | -66 | 2
5 | COc1cc(C=O)ccc1OC(=O)c1ccc(C(C)C)cc1 | 0 | -7 | 13 | -5 | -3
6 | S=c1[nH]nc(C2CCCCC2)o1 | -4 | 2 | 3 | -7 | -4
7 | CCOC(=O)c1[nH]c(Cc2[nH]c(C(=O)OCC)c(C)c2CCC(=O)OC)c(CCC(=O)OC)c1C | -2 | -5 | -3 | -16 | -8
8 | COc1cc(OC)c2ccc(=O)oc2c1C(CCN1CCN(c2ccccc2)CC1)c1ccc(N(C)C)cc1 (stereo not drawn) | 0 | -1 | . | 26 | -6
9 | O=C(CCn1c(=O)c2sccc2n(CC(=O)NCc2ccco2)c1=O)NCc1ccccc1 | 9 | -7 | 0 | -4 | -10
10 | CSc1ccccc1NC(=O)CNCCCN1CCOCC1 | -7 | 38 | -2 | -14 | -1

No. | eIF4E 4G PPI | FXIIa inh 1536 | KLK5 inh | Wee1 stabilizer
1 | -2 | 13 | 10 | 0
2 | 3 | 13 | -7 | 12*
3 | 8 | 9 | -3 | -1
4 | 3 | 9 | 10 | -1
5 | -5 | 6 | -1 | 8
6 | 0 | 13 | 4 | 1
7 | 3 | -5 | 1 | 7
8 | -3 | 4 | 1 | .
9 | 7 | 22 | 0 | -2
10 | -1 | 4 | 0 | 4

No. | SMILES | FXIa inh 1536 | 14-3-3 Bad inh | p97 ATPase inh | Mdm2 ligase inh | Rad51 HR inh
11 | O=S(=O)(c1ccccc1)N1CCN=C1SCc1ccccc1 | 0 | -10 | 3 | -10 | 21
12 | Cc1ccc2nc(-c3ccc(NC(=O)C4CCCO4)cc3)[nH]c2c1 (stereo not drawn) | -7 | 8 | 2 | -16 | -4
13 | COc1ccc(N2CCN(C(=O)COc3ncnc4ccccc34)CC2)cc1 | 0 | -13 | 0 | -14 | 24
14 | CN(C(=O)c1ccccn1)c1nnc(-c2cnccn2)s1 | 0 | 14 | -1 | -10 | 1
15 | CC12COC3(C(=O)Nc4ccc(Cl)cn4)CC1CCC32C (stereo not drawn) | -5 | 2 | -2 | -9 | -3
16 | Cc1cc(C)cc(N(CC(=O)N2CCN(c3ccccc3)CC2)S(=O)(=O)c2c(C)noc2C)c1 | 8 | 9 | -4 | -13 | 3
17 | CSc1nc(C)cc(OCCO)n1 | 1 | 8 | -6 | -13 | 3
18 | CN1CCN(NC(=O)c2cccc(C(F)(F)F)c2)CC1 | -4 | 3 | 4 | . | .
19 | COc1cccc(C(=O)NC2CCSC2=O)c1 (stereo not drawn) | 1 | -1 | -2 | 18 | -1
20 | O=C(Nc1nc2c(s1)CCCC2)c1nn(Cc2ccccc2)c(=O)c2ccccc12 | -1 | -2[fluorescence artefact?] | 4 | -8 | 9

No. | eIF4E 4G PPI | FXIIa inh 1536 | KLK5 inh | Wee1 stabilizer
11 | 2 | 9 | 2 | 6
12 | 5 | 0 | -1 | 4
13 | 8 | 9 | 3 | -1
14 | 4 | 4 | 0 | -1
15 | -5 | 15 | -6 | 6
16 | 1 | 3 | -5 | -2
17 | -1 | 15 | 14 | -1
18 | -2 | 2 | -1 | 0
19 | 2 | 6 | -7 | 8
20 | 0 | 5 | -1 | 0

No. | SMILES | FXIa inh 1536 | 14-3-3 Bad inh | p97 ATPase inh | Mdm2 ligase inh | Rad51 HR inh
21 | O=C(CNC(=O)c1ccc2c(c1)OCCO2)N/N=C/c1ccco1 | 2 | 4 | 8 | -16 | 1
22 | C=CCn1c(N)cc(=O)nc1SCC(=O)N(c1ccccc1)c1ccccc1 | 30 | 1 | -1 | -91 | 26
23 | COc1ccc(OC)c(NC2c3ncccc3C(=O)N2Cc2ccco2)c1 (stereo not drawn) | -6 | -10 | 1 | -10 | -1
24 | CCS(=O)(=O)NCc1cn2c(C)csc2n1 | 6 | 6 | 1 | -8 | -1
25 | CCn1c(SCC(=O)NCC(=O)Nc2ccc(F)cc2)nnc1-c1cccs1 | -11 | -2[fluorescence artefact?] | 7 | -9 | -6
26 | Cc1ccc(NC(=O)COC(=O)/C(=C/c2cccs2)c2cccs2)cc1S(=O)(=O)N(C)C | 1 | 0 | 3 | -8 | .
27 | CCN(CC)CCNC(=O)NC1CCCCC1 | 1 | 6[fluorescence artefact?] | -2 | -7 | 0
28 | CC(C)c1onc(C(=O)NC2CCCCC2)c1[N+](=O)[O-] | 1 | 4 | -2 | -17 | .
29 | COC(=O)COC(=O)c1ccc(-n2nnnc2SC)cc1 | 10 | -1 | 1 | 7 | -3
30 | O=C(NN1C(=O)C2C3C=CC(C4CC34)C2C1=O)c1cccc(Br)c1 (stereo not drawn) | 10 | -9 | 4 | -8 | 16

No. | eIF4E 4G PPI | FXIIa inh 1536 | KLK5 inh | Wee1 stabilizer
21 | -2 | 5 | 4 | -1
22 | 3 | 24 | 16 | -1
23 | -1 | 9 | -8 | -2
24 | -1[fluorescence artefact?] | 11 | -3 | -2
25 | 2 | 5 | 0 | -3
26 | -4 | 10 | -10 | 3
27 | 1 | 11 | 4 | 2
28 | 1 | 11 | . | -1
29 | 1 | 16 | -5 | 4
30 | 4 | 4 | 2 | 0

No. | SMILES | FXIa inh 1536 | 14-3-3 Bad inh | p97 ATPase inh | Mdm2 ligase inh | Rad51 HR inh
31 | COc1ccccc1NC(=S)NNC(=O)c1ccncc1 | -2 | -27 | 9 | -8 | -15
32 | Oc1ccc2ccccc2c1CNn1cnnc1 | -2 | 8 | 6 | -3 | 8
33 | CCCCn1cc2c(c1-c1cccc(C)c1)c(=O)n(C)c(=O)n2C | 4 | -3 | 1 | -5 | 3
34 | O=C(CSc1ncnc2ccccc12)c1cccs1 | -5 | -1 | 5 | -37 | 4
35 | COc1ccccc1NC(=O)C1(c2ccccc2)CCCC1 | -1 | -2 | 1 | -7 | -3
36 | CCOC(=O)N1CCC(n2c(SCC(=O)NCCC3=CCCCC3)nc3ccccc3c2=O)CC1 | -4 | -2 | -2 | -13 | -5
37 | CCn1ncc(C2=NOC(C(=O)Nc3ccc(C)cc3)C2)c1C (stereo not drawn) | 1 | -3[fluorescence artefact?] | -2 | -21 | -2
38 | O=C(N/N=C/c1cc2c(cc1Br)OCO2)c1cccnc1 | 1 | -18 | 2 | -2 | 5
39 | Cc1cccc(-n2c(O)c(C=NC3CCS(=O)(=O)C3)c3ccccc3c2=O)c1 (stereo not drawn) | -6 | -9 | 1 | -13 | 1
40 | Cc1ccc(Cc2c[nH]c(=S)s2)cc1 | 2 | -8 | 1 | -11 | 13

No. | eIF4E 4G PPI | FXIIa inh 1536 | KLK5 inh | Wee1 stabilizer
31 | -1 | 4 | -3 | -2
32 | 3 | 1 | -25 | -1
33 | -2 | 6 | 2 | 1
34 | -5 | 3 | -6 | 2
35 | 2 | 9 | 18 | 1
36 | 1 | 6 | -18 | -1
37 | -11[fluorescence artefact?] | 12 | -3 | 1
38 | 0 | 9 | 3 | 3
39 | 9 | 4 | 13 | 6
40 | 0 | 13 | -2 | 3

No. | SMILES | FXIa inh 1536 | 14-3-3 Bad inh | p97 ATPase inh | Mdm2 ligase inh | Rad51 HR inh
41 | CSc1nc(-c2ccco2)nn1S(C)(=O)=O | 3 | 24 | 3 | 12 | 0
42 | Clc1cccc(C2CCN(Cc3nc(COc4ccccc4)no3)C2)c1 (stereo not drawn) | 0 | -7 | -3 | 0 | .
43 | Cc1ccc(C(=O)COC(=O)c2cnccn2)cc1C | 5 | 6 | 5 | -43 | -5
44 | NC(=O)COc1ccc(/C=N/NC(=O)C2CCCN2S(=O)(=O)c2ccc(Cl)cc2)cc1 (stereo not drawn) | -2 | 13 | 1 | -12 | 1
45 | CCCCn1c(-c2ccc([N+](=O)[O-])cc2)n[nH]c1=S | 4 | 3[fluorescence artefact?] | 0 | 0 | -8
46 | CC(Sc1nnc(-c2cccs2)n1Cc1ccccc1)C(=O)NCc1ccc2c(c1)OCO2 (stereo not drawn) | 2 | -5 | 1 | -20 | -4
47 | CCOC(=O)c1c(OCCO)noc1N | -8 | 0 | -1 | -8 | 4
48 | Cc1ccnc(NC(=O)c2cc([N+](=O)[O-])cc([N+](=O)[O-])c2)c1 | 4 | 4 | -2 | -4 | -12
49 | CCCNC(=O)Nc1ccc2c(c1)N(C)C(=O)c1ccccc1S2 | -3 | -17[fluorescence artefact?] | 0 | -10 | -4
50 | O=C(O)CCCc1ccccc1 | -7 | 9 | -3 | . | 8

No. | eIF4E 4G PPI | FXIIa inh 1536 | KLK5 inh | Wee1 stabilizer
41 | 1 | 11 | 2 | -2
42 | 0 | 7 | . | 1
43 | -5 | 5 | -2 | 3
44 | 6 | 1 | -14 | -2
45 | -13[fluorescence artefact?] | 8 | -10 | 1
46 | -9 | -2 | -21 | 10*
47 | 0 | 3 | -12 | 1
48 | 0 | 11 | -12 | -3
49 | -5 | -6 | -16 | 6
50 | 0 | -1 | -7 | -2

No. | SMILES | FXIa inh 1536 | 14-3-3 Bad inh | p97 ATPase inh | Mdm2 ligase inh | Rad51 HR inh
51 | Cc1ccsc1-c1n[nH]c(=S)n1CC(C)C | 0 | -6 | -3 | -3 | .
52 | O=C(CNC(=O)COc1ccccc1)NCCc1ccccn1 | -2 | -6 | 2 | -12 | -3
53 | COC(=O)c1cccc(NC(=O)/C=C/c2ccc3c(c2)OCO3)c1 | -5 | -18 | 1 | -21 | 3
54 | O=Cc1ccc2cccnc2n1 | -4 | 8 | -7 | 7 | -8
55 | CCOc1ccccc1NC(=O)NC(=O)N(C)S(=O)(=O)c1ccc(C)cc1 | -1 | -8 | 1 | 1 | 12
56 | COC(=O)c1ccc(NCCC(=O)O)cc1 | 7 | 16 | 6 | 9 | 5
57 | O=C1CCCN1c1ccc(S(=O)(=O)NCCc2ccc(Cl)cc2)cc1 | -1 | -4 | 0 | -14 | -9
58 | COc1ccc(CC(=O)OCC(=O)Nc2cc(S(=O)(=O)N3CCOCC3)ccc2N2CCCC2)cc1 | 5 | 3 | -10 | -17 | -8
59 | CCN1CCN(Cc2coc3ccc(C)cc3c2=O)CC1 | -1 | 55 | -3 | -3 | .
60 | CCCNC(=O)Cn1c(=O)oc2ccccc21 | 17 | 13[fluorescence artefact?] | -3 | -16 | 2
61 | O=C(O)c1cc(-c2cccs2)[nH]n1 | -1 | 7 | -1 | -9 | .
62 | COC(=O)[C@H](Cc1ccccc1)NC(=O)NCCc1ccc(S(N)(=O)=O)cc1 | 3 | -2 | 3 | -7 | 3

No. | eIF4E 4G PPI | FXIIa inh 1536 | KLK5 inh | Wee1 stabilizer
51 | -4 | 7 | -15 | 0
52 | 3 | 11 | 1 | -2
53 | 10 | 0 | -17 | 1
54 | -4 | 3 | -10 | 2
55 | -2 | 11 | -2 | -1
56 | 20 | 6 | -14 | -4
57 | 10 | 8 | -20 | -2
58 | -1 | 10 | 4 | -2
59 | -4 | -14 | 6 | 0
60 | 3 | 23 | 0 | -1
61 | 3 | 6 | 0 | 1
62 | 1 | 19 | -6 | -3
